Bioassay records: PubChem, Sanford-Burnham Center for Chemical Genomics
HKDC1 inh: HKDC1 (human) hexokinase inhibition; Q2TB90; recombinant HKDC1, G6PDH/diaphorase resazurin coupled fluorescence; inhibition, % at 20 µM; 340,000 compounds, 0.16% hits; AID 493160;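 active = inhibition above about 35% when tested at 20 µM, limit read from the data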;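 also: plate controls were DMSO wells with enzyme for no effect and DMSO wells lacking enzyme for full effect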
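Assay system – recombinant HKDC1 (HK5) hexokinase enzyme, produced in-house · Input – HKDC1 at 5 µg/mL · Reagent – glucose plus 1 mM ATP as hexokinase substrates · Timing – 90 min reaction incubation at room temperature, dark · Measured by – G6PDH/diaphorase-coupled fluorescence, 1 mM NADP, 100 µM resazurin, 525/613 nm · Benchmarks – DMSO-enzyme wells negative, buffer-substituted wells positive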
NR3A LBD binder: modulators (binders) of human NR3A ligand-binding domain | 340,000 compounds, 2.5% hits | NR3A LBD differential scanning fluorimetry, Tm shift; 0% = protein alone, 100% = glycine-bound protein | Tm shift relative to glycine control, % at 25 µM;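 active = melting temperature shift of at least 10% of the positive control shift, at one fixed dose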
MPTP inh: permeability transition pore inhibition; isolated mouse mitochondria, Ca2+ swelling absorbance, 30 min; inhibition, % at 10 µM; 360,000 compounds, 1.4% hits; AID 602449;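 active = inhibition of 50% or more, scaled per plate between neutral and stimulator controls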;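 also: 0% = DMSO wells given calcium and 100% = 1 mM EGTA wells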
SENP7 inh: SENP7 protease inhibition. Q9BQF6. inhibition, % at 5 µM. recombinant SENP7, Z-RLRGG-aminoluciferin luminescence, 40 min. AID 434973. 330,000 compounds, 1.5% hits;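 active = inhibition above about 50% at the single test dose, limit read from the data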;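 also: plate controls were DMSO with enzyme for no effect and no enzyme buffer wells for full effect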
Target sequence (Q9BQF6 706-1050 limits assumed): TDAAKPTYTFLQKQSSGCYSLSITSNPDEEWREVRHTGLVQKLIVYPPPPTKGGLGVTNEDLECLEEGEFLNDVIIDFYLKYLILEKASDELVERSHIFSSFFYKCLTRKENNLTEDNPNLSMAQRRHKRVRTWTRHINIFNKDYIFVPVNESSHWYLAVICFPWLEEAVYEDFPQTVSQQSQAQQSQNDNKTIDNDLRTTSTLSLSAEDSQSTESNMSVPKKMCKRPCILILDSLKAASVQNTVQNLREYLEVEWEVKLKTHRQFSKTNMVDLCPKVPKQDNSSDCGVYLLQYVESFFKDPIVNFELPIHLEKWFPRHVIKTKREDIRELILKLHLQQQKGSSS
SENP8 block: blocks human SENP8 cleavage of Nedd8 substrate. 360,000 compounds, 0.64% hits. Q96LD8. inhibition, % at 20 µM. recombinant SENP8, Nedd8 substrate fluorescence; in the data active = inhibition mostly above about 40%, no sharp cut-off; inactive = mostly below about 27%
Target sequence (Q96LD8 whole entry, looked up): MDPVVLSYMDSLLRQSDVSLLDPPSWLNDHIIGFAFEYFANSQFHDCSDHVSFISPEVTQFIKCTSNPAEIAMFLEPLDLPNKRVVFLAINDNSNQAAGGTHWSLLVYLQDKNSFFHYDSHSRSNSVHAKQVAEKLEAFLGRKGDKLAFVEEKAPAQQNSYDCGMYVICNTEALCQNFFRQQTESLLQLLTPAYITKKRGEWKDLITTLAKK
PfGluPho inh: PfG6PD (Plasmodium falciparum) enzyme inhibition. 350,000 compounds, 0.78% hits. PfGluPho enzyme, NADPH resazurin-diaphorase fluorescence. inhibition, % at 20 µM;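 active = inhibition reaching at least a set limit at 20 µM in the primary screen, cut at about 59% in these data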;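 also: 0% = DMSO wells with substrate and 100% = DMSO wells lacking glucose-6-phosphate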
SENP6 inh: blocks the human protease SENP6; Q9GZR1; Recombinant SENP6 catalytic domain, aminoluciferin luminescence; inhibition, % at 10 µM; 330,000 compounds, 1.8% hits; AID 2599;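 active = inhibition above about 50% at the single tested dose, limit read from the data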;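 also: plate controls were DMSO wells with enzyme for no effect and DMSO wells lacking enzyme for full effect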
Target sequence (Q9GZR1 628-1112 limits assumed): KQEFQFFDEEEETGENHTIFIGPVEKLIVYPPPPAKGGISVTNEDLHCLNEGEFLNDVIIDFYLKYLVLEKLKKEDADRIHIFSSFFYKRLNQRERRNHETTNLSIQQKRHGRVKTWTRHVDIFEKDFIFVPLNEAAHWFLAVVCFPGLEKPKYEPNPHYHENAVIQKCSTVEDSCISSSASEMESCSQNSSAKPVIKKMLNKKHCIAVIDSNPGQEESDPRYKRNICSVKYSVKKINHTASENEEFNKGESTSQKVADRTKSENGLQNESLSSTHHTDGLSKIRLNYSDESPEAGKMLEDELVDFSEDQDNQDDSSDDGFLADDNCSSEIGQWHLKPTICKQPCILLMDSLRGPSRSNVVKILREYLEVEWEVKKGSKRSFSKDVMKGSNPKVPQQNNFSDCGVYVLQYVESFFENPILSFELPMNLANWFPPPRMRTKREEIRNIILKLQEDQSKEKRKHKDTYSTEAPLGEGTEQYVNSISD
ATG4B inhibitor: blocks human ATG4B protease cleavage of LC3 substrate. 340,000 compounds, 0.51% hits. inhibition, % at 8.33 µM. ATG4B cleavage of LC3-PLA2, NBD-HPC fluorescence, 1 h. Q9Y4P1; in the data active = inhibition above about 40%
* hit, by the source's call; · = no result given; + = active, no number.

SMILES | HKDC1 inh | NR3A LBD binder | MPTP inh | SENP7 inh | SENP8 block | PfGluPho inh | SENP6 inh | ATG4B inhibitor
COc1ccc(C2(C(=O)Nc3ccc(C(=O)N4CCOCC4)cc3)CCOCC2)cc1 | -1 | 0 | -0.2 | -4 | 7 | -3 | -9 | -5
COc1nsnc1NS(=O)(=O)c1ccc(NC(=S)NC(=O)c2cccnc2)cc1 | -7 | 1 | -1.5 | 30 | 16 | -23 | 54* | 0
OCC[C@@H]1C[C@@H](O)[C@H](O)[C@@]2(OCCc3ccccc32)O1 | -1 | 2 | -2.5 | 16 | 13 | -5 | -21 | 14
CCC(=O)N1CCc2cc(S(=O)(=O)N3CCN(c4ccccn4)CC3)ccc21 | 0 | 0 | -0.7 | 9 | 0 | -23 | -7 | -5
O=C(NCc1ccc2c(c1)OCO2)c1ccc(CN2CCOCC2)cc1 | -5 | 1 | -3.3 | -2 | 4 | -14 | 1 | 6
CC(C)=NOc1cc(NC(=O)CCl)cc([N+](=O)[O-])c1 | 4 | -5 | 4.3 | -7 | 2 | -3 | -6 | -6
Cc1ccc(-n2nnnc2-c2ccco2)cc1 | -7 | 0 | -1.9 | 9 | 31 | -2 | 8 | -7
Cc1ccc(C)c(NCc2ccccc2CO)c1 | -8 | 1 | 0.1 | -7 | 5 | -5 | -3 | -2
COC(=O)c1ccc(CNC(=O)CSC(C)C(=O)Nc2cc(C)on2)cc1 (stereo unspecified) | -7 | 0 | 1.7 | -5 | 7 | 11 | 8 | 2
CNC(=O)c1sc(-c2cccs2)nc1C | 6 | -2 | 1.8 | -9 | -404 | 24 | -1 | -14
COc1ccc(C(=O)C2CCN(CC(=O)Nc3ccc(OC)cc3OC)CC2)cc1 | -1 | -2 | -0.8 | 0 | 16 | -11 | 7 | -10
O=C(O)C1CCN(C(=O)c2csc(-c3ccc4c(c3)CCO4)n2)CC1 | 3 | 2 | 0.8 | -4 | -19 | -9 | -9 | 4
CCc1ccc(OCc2n[nH]c(=S)n2C(C)CCCC(C)C)cc1 (stereo unspecified) | 0 | -7 | 3.8 | 1 | 17 | 8 | 7 | -6
Cc1nc2ccccc2c(=O)n1Nc1cccc(Cl)c1 | -7 | -1 | 5.3 | 1 | 4 | 1 | -3 | 8
Cc1ccc2c(c1)N(S(=O)(=O)c1cc(-c3cc(C)no3)ccc1C)CCO2 | 1 | -10 | -0.4 | 3 | 9 | 1 | -4 | -16
CC(Sc1nc2ccccc2n1C)C(=O)Nc1ccc(N2CCOCC2)cc1 (stereo unspecified) | -11 | -1 | 0.0 | -1 | 10 | 20 | -4 | -4
NS(=O)(=O)c1ccc(CCNC(=O)CNCCc2ccccc2)cc1 | -1 | 0 | 0.2 | 0 | 12 | 16 | 11 | 0
CC(C)Cn1c(-c2cccs2)nc2nc3ccccc3nc21 | -1 | 0 | 5.7 | -5 | -409 | 49 | -9 | 9
NC(=O)NC(=O)COC(=O)c1ccc(OC(F)(F)F)cc1 | -4 | -1 | -0.2 | 5 | 10 | -7 | 2 | -2
Cc1cc(C)n2nc(C(=O)Nc3ccc(S(=O)(=O)N4CCCCC4)cc3)nc2n1 | -1 | 4 | -3.9 | 9 | 20 | 1 | -4 | -12
CCCn1c(CN2CCN(C(=O)OCC)CC2)nc2cc(NC(=O)C(C)C)ccc21 | 3 | -1 | -0.2 | 8 | 4 | -12 | 12 | 0
CC1CCCC(C)N1C(=O)COC(=O)CCc1nc2ccccc2c(=O)[nH]1 (stereo unspecified) | -1 | 2 | 1.0 | 0 | 7 | -2 | -2 | 18
Cc1ccccc1NC(=O)Cc1nnc(SCC(=O)c2ccc(Br)cc2)n1C | -16 | 1 | 0.0 | 3 | 5 | 1 | -13 | -4
CCOc1ccc2[nH]c(=O)c(CN(CCOC)C(=O)N3CCOCC3)cc2c1 | 1 | -2 | 0.3 | 6 | -268 | -5 | -15 | 0

Given with two lines to a compound: part of the list above
Value order: HKDC1 inh, NR3A LBD binder, MPTP inh, SENP7 inh, SENP8 block, PfGluPho inh, SENP6 inh, ATG4B inhibitor
CCc1ccc(OCc2n[nH]c(=S)n2C(C)CCCC(C)C)cc1 (stereo unspecified)
 : 0, -7, 3.8, 1, 17, 8, 7, -6
Cc1nc2ccccc2c(=O)n1Nc1cccc(Cl)c1
 : -7, -1, 5.3, 1, 4, 1, -3, 8
Cc1ccc2c(c1)N(S(=O)(=O)c1cc(-c3cc(C)no3)ccc1C)CCO2
 : 1, -10, -0.4, 3, 9, 1, -4, -16
CC(Sc1nc2ccccc2n1C)C(=O)Nc1ccc(N2CCOCC2)cc1 (stereo unspecified)
 : -11, -1, 0.0, -1, 10, 20, -4, -4
NS(=O)(=O)c1ccc(CCNC(=O)CNCCc2ccccc2)cc1
 : -1, 0, 0.2, 0, 12, 16, 11, 0
CC(C)Cn1c(-c2cccs2)nc2nc3ccccc3nc21
 : -1, 0, 5.7, -5, -409, 49, -9, 9
NC(=O)NC(=O)COC(=O)c1ccc(OC(F)(F)F)cc1
 : -4, -1, -0.2, 5, 10, -7, 2, -2
Cc1cc(C)n2nc(C(=O)Nc3ccc(S(=O)(=O)N4CCCCC4)cc3)nc2n1
 : -1, 4, -3.9, 9, 20, 1, -4, -12
CCCn1c(CN2CCN(C(=O)OCC)CC2)nc2cc(NC(=O)C(C)C)ccc21
 : 3, -1, -0.2, 8, 4, -12, 12, 0

Next records.
SMILES | HKDC1 inh | NR3A LBD binder | MPTP inh | SENP7 inh | SENP8 block | PfGluPho inh | SENP6 inh | ATG4B inhibitor
CN(NC1OC(=O)c2ccccc21)c1ccc(Cl)cc1[N+](=O)[O-] (stereo unspecified) | -2 | 6 | 1.3 | 3 | 25 | -19 | -10 | -3
CCOC(=O)c1[nH]c(C)c(/C(O)=C2\C(=O)C(=O)N(CCN3CCOCC3)C2c2cccs2)c1C (stereo unspecified) | -1 | -1 | + | 1 | 16 | -12 | -2 | -11
COc1ccc(/C=C/C(=O)Nc2ccc(S(=O)(=O)Nc3cc(C)nc(C)n3)cc2)cc1OC | 6 | 2 | 1.1 | 0 | -265 | -4 | -6 | -6
Clc1ccc(-c2nnc3n2-c2ccccc2SC3)cc1 | 0 | 0 | 1.2 | -6 | 15 | -1 | 3 | -6
COc1ccc(Oc2nnnn2-c2ccccc2)cc1 | 5 | 0 | 1.0 | -2 | 15 | -15 | -20 | 0
Cc1nc2cc(C(F)(F)F)ccc2n1C1CCN(CC(=O)NC(C)(C)C)CC1 | 4 | 1 | -0.1 | 4 | 20 | 7 | 3 | -22
Cc1cc(OCCOCCN2CCCC2)ccc1C(C)C | 0 | 2 | 2.4 | 5 | 5 | 3 | -13 | -3
CC(c1ccccc1)N1C(=O)NC(NC(=O)C(C)(C)C)(C(F)(F)F)C1=O (stereo unspecified) | -11 | -2 | 1.0 | 1 | 16 | 20 | -11 | 2
COc1ccc(CCNc2oc(-c3cccc4ccccc34)nc2P(=O)(OC)OC)cc1OC | 9 | 0 | 1.2 | 11 | -286 | 0 | 11 | -14
CN(C)CCNC(=O)c1ccc2c(c1)NC(=O)c1ccccc1S2 | -2 | -1 | 0.4 | 7 | 11 | 1 | 16 | -3
Cc1ccccc1C(=O)NNC(=O)c1ccc(Br)cc1 | 3 | -2 | 0.8 | -3 | 0 | -12 | -14 | -3
COc1ccc(CN2C(=O)c3ccccc3C2C(=O)NC2CCCC(C)C2C)c(OC)c1 (stereo unspecified) | 14 | 0 | 2.9 | · | 28 | -20 | · | -5
Cc1ccc(Cl)cc1NC(=O)CNCC(c1ccccc1)N(C)C (stereo unspecified) | -2 | 0 | -0.9 | -8 | 15 | -2 | -12 | -6
O=[N+]([O-])c1cc(C(F)(F)F)ccc1Sc1ccccn1 | -4 | -2 | 0.1 | -8 | 20 | 7 | -4 | -2
Cc1ccc(C(C)C)c(OCCN)c1 | -5 | 0 | -0.9 | -2 | 13 | -12 | -6 | -1
Cc1c(C(=O)NCc2ccc3c(c2)OCO3)oc2ccc(S(=O)(=O)N3CCCC3)cc12 | 4 | 2 | -0.5 | 4 | 0 | 9 | -10 | -21
COc1ccc(/C=C2\N=C(SC)N(C)C2=O)cc1 | -3 | 0 | -1.4 | 21 | -26 | 23 | 4 | -6
C=CCN1C(=O)OC2(CCCCC2)C1(C)O (stereo unspecified) | -9 | -6 | -0.2 | -2 | 11 | -10 | -21 | -5
O=C(Cc1ccccc1F)NC1CCCN(Cc2ccc(Cl)cc2)C1 (stereo unspecified) | 7 | -1 | -0.8 | -14 | -1 | -3 | -39 | 12
COc1ccc(CN(CC(=O)NCc2ccco2)C(=O)CCC(=O)Nc2nccs2)cc1 | 2 | 1 | -1.4 | 0 | 5 | -32 | 0 | -2
CN(C)Cc1c(O)ccc2c(=O)c(-c3ccccc3Cl)c(C(F)(F)F)oc12 | -3 | 0 | 0.7 | 12 | -89 | -10 | 3 | 2
Cc1ccc(N2C(=O)CC(NNc3nc4ccccc4s3)C2=O)cc1C (stereo unspecified) | 8 | -9 | -2.6 | -1 | 26 | 3 | -4 | -8
CC(Oc1ccccc1Cl)C(=O)N(Cc1cccs1)C1CCS(=O)(=O)C1 (stereo unspecified) | -2 | -1 | -0.9 | -11 | 13 | -14 | -15 | -14
Cn1nnnc1SCc1ccc([N+](=O)[O-])cc1 | -8 | 0 | -4.6 | -5 | 33 | -16 | 5 | 3
CC1(C)CC(=O)N(CC(=O)NC2CCCC2)c2ccccc2S1(=O)=O | -1 | 2 | -1.4 | 6 | 18 | -2 | -11 | 8
O=C(COC(=O)c1ccccc1C(=O)OCC(=O)NCCc1c[nH]c2ccccc12)NCCc1c[nH]c2ccccc12 | -4 | 4 | 0.3 | 7 | 9 | 15 | 1 | -24
Cc1ccc(CCNC(=O)CN(C)S(=O)(=O)c2ccc3c(c2)c(=O)n(C)c(=O)n3C)cc1 | 11 | 1 | 0.6 | -1 | 14 | -15 | -12 | 5
CCN(CC)CCn1c2ccccc2c2nc3ccccc3nc21 | 1 | 0 | -0.6 | 9 | -77 | 8 | 0 | -6
Cc1ccc(C)c(S(=O)(=O)N2CCN(C(=O)CCc3c[nH]c4ccccc34)CC2)c1 | 2 | 2 | -1.8 | -10 | -1 | 10 | -15 | -35
Cc1cc(-n2ccc(=O)[nH]c2=O)nc(-c2ccccc2)n1 | -4 | -1 | -0.5 | -9 | 20 | -10 | -5 | -3
COC(=O)[C@]1(Cc2ccccc2)N[C@H](CN(C)C(=O)C2CCCCC2)[C@@H]2C(=O)N(C)C(=O)[C@@H]21 | -6 | -1 | 1.8 | -5 | 4 | -5 | 15 | -5
CC(C)OC(=O)C1C(=O)CC(C)(O)C(C(=O)OC(C)C)C1c1ccc(F)cc1 (stereo unspecified) | -5 | 2 | 0.6 | -8 | 19 | 0 | -7 | 5
O=C(CN1CCN(Cc2ccccc2Cl)C1=O)NCCCN1CCOCC1 | -2 | 0 | 0.1 | 4 | 26 | -6 | -18 | -10
CCN(CC(=O)Nc1ccc(OC)cc1)C(=O)CCS(=O)(=O)c1ccc(C)cc1 | -7 | -1 | -1.9 | 2 | 0 | 0 | 1 | -3
S=c1[nH]nc(-c2ccccc2Cl)n1CC1CCCO1 (stereo unspecified) | -2 | 1 | -2.7 | 2 | 15 | 11 | -12 | 3
